# Assay outcomes (PubChem BioAssay)
# SENP1 inh: blocks the human SENP1 SUMO protease catalytic domain; recombinant SENP1 catalytic domain, CyPet-SUMO1-YPet FRET cleavage; Q9P0U3; 360,000 compounds, 0.21% hits; inhibition, % at 10 µM;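 active = inhibition at least 30% at 10 µM, raw YFP signal under a set limit, fluorescence ratio 0.5 to 1.5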;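 also: 0% = enzyme with DMSO and 100% = no enzyme wells; some results filed as inactive read as strong as hits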
# Target sequence (Q9P0U3 419-644 limits assumed): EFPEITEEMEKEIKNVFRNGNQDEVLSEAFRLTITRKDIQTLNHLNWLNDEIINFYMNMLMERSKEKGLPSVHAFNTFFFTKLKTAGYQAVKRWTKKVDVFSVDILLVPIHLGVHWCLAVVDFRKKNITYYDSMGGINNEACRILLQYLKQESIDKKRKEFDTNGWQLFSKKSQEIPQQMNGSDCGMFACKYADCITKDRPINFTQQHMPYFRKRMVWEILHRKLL
#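 System: Recombinant human SENP1 catalytic domain, His6-tagged | Incubation: Enzyme reaction for 50 min at room temperature, dark | Medium: Tris pH 8 with BME, BSA, NP40 and catalase | Also added: 25 nM SUMO1 FRET substrate | Compound: 10 µM single point, 0.5% DMSO | Measured by: FRET fluorescence in CFP and YFP emission channels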
# SENP8 block: blocks human SENP8 cleavage of Nedd8 substrate; recombinant SENP8, Nedd8 substrate fluorescence; inhibition, % at 20 µM; 360,000 compounds, 0.64% hits; in the data active = inhibition mostly above about 40%, no sharp cut-off; inactive = mostly below about 27%
# Target sequence (Q96LD8 whole entry, looked up): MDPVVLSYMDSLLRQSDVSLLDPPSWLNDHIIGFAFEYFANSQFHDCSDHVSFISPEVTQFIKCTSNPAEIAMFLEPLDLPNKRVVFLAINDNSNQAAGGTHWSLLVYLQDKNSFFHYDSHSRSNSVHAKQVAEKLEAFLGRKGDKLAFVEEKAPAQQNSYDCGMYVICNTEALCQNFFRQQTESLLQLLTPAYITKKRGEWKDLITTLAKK
# The depositor's hits bear a star; i = inactive. The list is partial; the hit share may differ from the screen's.
SMILES,SENP1 inh,SENP8 block
CC(C)C[C@H]1CN([C@@H](Cc2ccccc2)CN2CCCC2CN2C(=S)NC[C@@H]2Cc2ccccc2)C(=S)N1CC1CCCCC1 (stereo partly drawn),-1,16
CN1CCCC(C)(C(=O)Nc2ccc(-n3cccc3)cc2)C1 (stereo not drawn),-1,8
CCCS(=O)(=O)NC(=O)C1(C)CCN(C(=O)c2cc(C)on2)C1 (stereo not drawn),1,15
CC(C)(C)NC(=O)C1c2ccccc2OCC(=O)N1CCCN1CCOCC1 (stereo not drawn),2,13
CC1(C(=O)NS(=O)(=O)c2cccc(OC(F)F)c2)CCN1C(=O)COc1ccc(Cl)cc1 (stereo not drawn),-2,10
CC(=O)OC[C@@H]1CN(Cc2ccccc2)C[C@H](n2cnc3c(N(C)C(C)C)ncnc32)O1,-12,-6
CCCCCCCCN1C(=O)[C@H](CC(=O)NCc2cccc(C(F)(F)F)c2)C[C@@]2(C(=O)OCC)CCC=C12,-2,2
COc1ccc(-n2nnnc2C(c2cccc(OC)c2OC)N2CCN(C/C=C/c3ccccc3)CC2)cc1 (stereo not drawn),1,12
Cn1cnc(S(=O)(=O)N2CCCCC2c2cc(C(=O)NCc3ccc(F)cc3)no2)c1 (stereo not drawn),3,16
CCCCN(C=O)c1c(CC)nc2ccc(C(=O)NCCCN3CCCC3=O)cn12,-2,-48
CCc1nc2ccc(C(=O)NCCCn3ccnc3)cn2c1N(CC)C(=O)NCCc1ccccc1,1,-20
CC(=O)Nc1ccc(/C=N/NC(=O)CC2CCCCC2)cc1,2,5
O=C(NCC(O)c1nc2ccccc2[nH]1)c1cc2ccccc2[nH]1 (stereo not drawn),0,-10
CSc1ccccc1NC(=O)C1(C)CCN1C(=O)CCC1CCCC1 (stereo not drawn),1,3
COc1ccc(C(C)(NC(C)=O)c2nc(-c3ccc(S(C)(=O)=O)cc3)cs2)cc1 (stereo not drawn),2,16
CC1C(=O)N(Cc2cn(Cc3ccco3)nn2)CCS(=O)(=O)N1Cc1ccc(-c2cccnc2)cc1 (stereo not drawn),-10,8
COc1ccc2c(C)cc(=O)oc2c1OCC(O)CN1CCOCC1 (stereo not drawn),0,-294
COc1ccc(CNC(=O)c2cn(Cc3ccc(S(=O)(=O)N(C)C)cc3)c(=O)s2)cc1,-6,4
COC(=O)[C@@]1(Sc2ccc(C)cc2)CC(=O)N(C(=O)C2CC2)[C@@H]1c1ccccc1,1,8
C(=C\c1ccccc1)/CN1CCN(C(c2ccnc3ccccc23)c2nnnn2C2CCCC2)CC1 (stereo not drawn),-6,0
C=CCN(CC=C)Cc1cc(=O)oc2ccc3ccccc3c12,-6,-164
CC(C)C[C@@H](COCc1ccc(Cl)cc1)N1CCN(C(=O)c2ccc(Cl)cc2Cl)CCC1=O,2,9
COc1ccc(C(C(=O)NC(C)(C)C)n2c(-c3ccc(C(F)(F)F)cc3)nc3ccccc32)cc1 (stereo not drawn),1,-88
COC(=O)C[C@@H]1CC[C@H](NC(=O)c2ccccc2)[C@@H](CO)O1,3,11
O=C(/C=C1\OCc2ccccc21)OCc1ccccc1,3,18
SMILES,SENP1 inh,SENP8 block
C=CCNc1nc2cc(-c3ccccc3C)sc2c(=O)n1C,2,-48
CCOC(=O)C1=CCC2C(=O)N(CC)C(=O)C12 (stereo not drawn),1,6
COC(=O)[C@]12CCCCC=C1N(CCc1ccc(OC)c(OC)c1)C(=O)[C@H](CC(=O)NCC1CCCCC1)C2,1,13
CCNC(=O)C1(C)CCCN(C(=O)Cc2ccc(OC)c(OC)c2)C1 (stereo not drawn),2,8
O=C(Cc1cc(C(F)(F)F)cc(C(F)(F)F)c1)Nc1c(-c2ccccc2)[nH][nH]c1=O,2,14
Cc1ccc(F)cc1C(=O)N1CCOCC1c1cc(C(=O)Nc2ccccc2)no1 (stereo not drawn),3,-8
CC1(C(=O)Nc2cnc3ccccc3c2)CCN1Cc1ccc2ccccc2c1 (stereo not drawn),1,15
CNc1ccc2ncc(-c3ccc(OC)c(OC)c3)n2n1,-11,i
Cc1noc(C)c1NC(=O)N(C)C[C@H]1OCc2cnnn2CCCC(=O)N([C@H](C)CO)C[C@H]1C,-1,21
Cc1c(C(=O)NCc2ccc3c(c2)OCCO3)sc(=O)n1Cc1cccc(C(F)(F)F)c1,-1,6
COC(=O)CCCn1cc(CN2CC(N3CCN(Cc4ccccc4F)CC3)CS2(=O)=O)nn1 (stereo not drawn),2,6
FC(F)(F)c1ccccc1Cc1c(-c2cccc(Br)c2)nc2ccc(Cl)cn12,9,-161
CC1(Cc2cccc(C(F)(F)F)c2)C(=O)Nc2c(Cl)cccc21 (stereo not drawn),0,27
COc1ccccc1Cc1c(-c2ccco2)nc2c3ccccc3ccn12,-31,-385
CCOC(=O)[C@]12CCCC=C1N(Cc1ccc(Cl)cc1Cl)C(=O)[C@H](CC(=O)NCc1ccccc1)C2,-2,9
COc1ccc(Br)c(Cn2c(C)c(C(=O)NCCC#N)sc2=O)c1,-2,-2
Cc1cccc(C)c1NC(=O)C(C1CC1)n1c(=O)c(-c2ccco2)nc2ccccc21 (stereo not drawn),-36,-429
COc1ccc(NC(=O)C2(C)CCN2Cc2ccc(SC)cc2)cc1OC (stereo not drawn),0,6
FC(F)(F)Oc1ccccc1C(c1nnnn1C1CCCCC1)N1CCN(C/C=C/c2ccccc2)CC1 (stereo not drawn),0,11
Cn1c(=O)c2cc(NC(=O)CC(C)(C)C)ccc2n1-c1ccccc1F,-2,-477
CCCCN1C(=O)C(CC(=O)NCc2cccc3ccccc23)CC(C(=O)N(C(C)C)C(C)C)=C1C (stereo not drawn),-2,21
O=C(Nc1cccc(OC(F)(F)F)c1)c1cccc2c(-c3cccnc3)coc12,0,18
O=C(NCCN1CCC(n2c(=O)[nH]c3ccccc32)CC1)c1ccccc1C(F)(F)F,1,29
CC(=O)Nc1cc(-c2cccc(C(=O)NCCN(C)C)c2)cn2c(-c3ccc(C(C)=O)cc3)cnc12,-2,-477
Cc1ccc2cccc(OC(=O)c3c(F)cccc3Cl)c2n1,-1,12

# 19 structures out of the list, sorted by SMILES length, smallest number first:
SMILES,SENP1 inh,SENP8 block
CCOC(=O)C1=CCC2C(=O)N(CC)C(=O)C12 (stereo not drawn),1,6
CNc1ccc2ncc(-c3ccc(OC)c(OC)c3)n2n1,-11,i
C=CCNc1nc2cc(-c3ccccc3C)sc2c(=O)n1C,2,-48
Cc1ccc2cccc(OC(=O)c3c(F)cccc3Cl)c2n1,-1,12
COc1ccccc1Cc1c(-c2ccco2)nc2c3ccccc3ccn12,-31,-385
COc1ccc(NC(=O)C2(C)CCN2Cc2ccc(SC)cc2)cc1OC (stereo not drawn),0,6
CC1(Cc2cccc(C(F)(F)F)c2)C(=O)Nc2c(Cl)cccc21 (stereo not drawn),0,27
CC1(C(=O)Nc2cnc3ccccc3c2)CCN1Cc1ccc2ccccc2c1 (stereo not drawn),1,15
Cc1ccc(F)cc1C(=O)N1CCOCC1c1cc(C(=O)Nc2ccccc2)no1 (stereo not drawn),3,-8
FC(F)(F)c1ccccc1Cc1c(-c2cccc(Br)c2)nc2ccc(Cl)cn12,9,-161
Cc1cccc(C)c1NC(=O)C(C1CC1)n1c(=O)c(-c2ccco2)nc2ccccc21 (stereo not drawn),-36,-429
COC(=O)CCCn1cc(CN2CC(N3CCN(Cc4ccccc4F)CC3)CS2(=O)=O)nn1 (stereo not drawn),2,6
Cc1c(C(=O)NCc2ccc3c(c2)OCCO3)sc(=O)n1Cc1cccc(C(F)(F)F)c1,-1,6
FC(F)(F)Oc1ccccc1C(c1nnnn1C1CCCCC1)N1CCN(C/C=C/c2ccccc2)CC1 (stereo not drawn),0,11
CCCCN1C(=O)C(CC(=O)NCc2cccc3ccccc23)CC(C(=O)N(C(C)C)C(C)C)=C1C (stereo not drawn),-2,21
CC(=O)Nc1cc(-c2cccc(C(=O)NCCN(C)C)c2)cn2c(-c3ccc(C(C)=O)cc3)cnc12,-2,-477
Cc1noc(C)c1NC(=O)N(C)C[C@H]1OCc2cnnn2CCCC(=O)N([C@H](C)CO)C[C@H]1C,-1,21
CCOC(=O)[C@]12CCCC=C1N(Cc1ccc(Cl)cc1Cl)C(=O)[C@H](CC(=O)NCc1ccccc1)C2,-2,9
COC(=O)[C@]12CCCCC=C1N(CCc1ccc(OC)c(OC)c1)C(=O)[C@H](CC(=O)NCC1CCCCC1)C2,1,13

# More records follow:
SMILES,SENP1 inh,SENP8 block
CC(=O)Nc1ccc(-c2ccnc3c2CC(C)(C(=O)NCCC(F)(F)F)O3)cc1 (stereo not drawn),0,-11
O=C(Nc1ccc(F)c(Cl)c1)[C@@H]1O[C@H](CO)[C@H](O)[C@H](O)[C@H]1O,-1,21
CC1(C(=O)NS(=O)(=O)C2CC2)CCCN(C(=O)c2ccc(C(F)(F)F)cc2)C1 (stereo not drawn),1,8
CC1=C(C(=O)N(C(C)C)C(C)C)CC(CC(=O)NCCCCc2ccccc2)C(=O)N1Cc1ccc(F)cc1 (stereo not drawn),-1,16
O=C(CC[C@H]1O[C@@H](n2ccc(=O)[nH]c2=O)[C@H](O)[C@@H]1O)N[C@@H](Cc1ccccc1)C(=O)NCc1ccccc1,3,10
CC1(C(=O)Nc2ccc3c(c2)OCCO3)CCN1C(=O)c1cccc(F)c1 (stereo not drawn),5,13
CC(C)(C)C1CCC(=O)N2CCC[C@]2(c2ccccc2)C1 (stereo partly drawn),2,5
O=C(C[C@@H]1C[C@@H]2c3cc(NS(=O)(=O)c4ccc(F)cc4)ccc3O[C@@H]2[C@H](CO)O1)NCc1ccc(Oc2ccccc2)cc1,0,11
O=C(Nc1nnc([C@H]2C[C@H](O)[C@@H](CO)O2)s1)c1cccc(Cl)c1,3,0
CC1(C(=O)Nc2ccc3c(c2)OCO3)CCN1Cc1ccccc1OC(F)F (stereo not drawn),2,2
CNC(=O)OCc1cocc1COC(=O)NC,1,-1
CC(C)CNC(=O)c1cccc2c(-c3ccc(F)c(F)c3)coc12,0,11
Cc1ccc(S(=O)(=O)NC(=O)C2(C)CCN2C(=O)CCc2ccc(Cl)cc2Cl)nc1 (stereo not drawn),2,12
O=C(NC(c1ccc(Cl)cc1)c1cnccn1)C1CCN(CCCc2ccccc2)CC1 (stereo not drawn),-7,13
CCCCNC(=O)c1nc(C2CCN(S(=O)(=O)c3ccc(S(C)(=O)=O)cc3)CC2)oc1-c1ccccc1,2,14
Nc1ncnc2c1ncn2[C@@H]1O[C@H](C(=O)Nc2ccc(Oc3ccccc3)nc2)[C@@H](O)[C@H]1O,-1,17
CC(C)(C)C(c1nc2ccccc2[nH]1)n1c(-c2ccsc2)nc2ccccc21 (stereo not drawn),1,8
COC(=O)c1ccc2nc(-c3ccc(F)cc3)c(Cc3ccc(C)cc3)n2c1,-8,-411
CCOC(=O)[C@]12CCC=C1N(Cc1ccc3c(c1)OCO3)C(=O)[C@H](CC(=O)NCc1cccc(C(F)(F)F)c1)C2,-1,3
Cn1c(NCCc2ccncc2)nc2cc(-c3cccc(C(F)(F)F)c3)sc2c1=O,-1,-50
O=C(Nc1ccc(F)c(Cl)c1)c1cc(C2CCCCN2C(=O)c2ccccc2)on1 (stereo not drawn),0,4
CC(C)=CCC[C@H](C)C[C@@H]1Cc2[nH][nH]c(=O)c2[C@H](c2ccc(F)cc2)O1,0,23
CC(O)(c1ccc(F)c(F)c1)c1nc(-c2ccc(F)c(Cl)c2)cs1 (stereo not drawn),1,18
O=S1(=O)CC(N2CCC(Cc3ccccc3)CC2)CN1C1CCCCC1 (stereo not drawn),-1,12
CCc1nc2ccc(C(=O)Nc3ccc(NC(C)=O)cc3)cn2c1N(CCC(C)C)CCN(C)C,-2,11
SMILES,SENP1 inh,SENP8 block
CC1(C(=O)NCc2cccnc2)Cc2c(-c3cccc(C(F)(F)F)c3)ccnc2O1 (stereo not drawn),0,5
COc1ccc(C(O)c2nc(-c3cnn(C)c3)cs2)cc1 (stereo not drawn),3,7
CC(C)C[C@H]1CNC(=S)N1C[C@H]1CCCN1C[C@H](Cc1ccccc1)N1C[C@H](Cc2ccc(O)cc2)N(CC2CCCCCC2)C1=S,-2,18
COCCNC(=O)C1(C)CCCN(Cc2csc3ccccc23)C1 (stereo not drawn),1,5
C[C@@]12C(C[C@H](O)[C@@]34C[C@@H](CCC13)[C@@H](CO)C4=O)[C@](C)(C(=O)O)CC[C@@H]2O (stereo partly drawn),2,14
c1ccc(OCCNc2nc(NCC3CC3)nc3ccsc23)cc1,1,-35
CC(=O)Nc1cccc2cc(S(=O)(=O)O)ccc12,0,-2
Fc1cccc(Cc2c(-c3ccco3)nc3c4ccccc4ccn23)c1,-48,-365
CN(C)C1CN(Cc2cn(Cc3cccc(C(F)(F)F)c3)nn2)S(=O)(=O)C1 (stereo not drawn),2,11
COc1cccc(-c2cc(NC=O)c3ncc(-c4ccc(OC)c(OC)c4)n3c2)c1,-3,-337
C#CCNC(=O)C[C@@H]1C[C@@]2(C(=O)OC)CC(C)(C)CC=C2N(CCCCCCCC)C1=O,3,19
C#CCNC(=O)C[C@@H]1C[C@@]2(C(=O)OC)CCCCC=C2N(CCCCCCCC)C1=O,3,16
CC(C)N(C)c1ncnc2c1ncn2[C@H]1CN(Cc2cccs2)C[C@@H](CO)O1,0,10
CCS(=O)(=O)N1Cc2cc(C(=O)N(C)C)nc(-c3cccc(-c4ccc(F)cc4)c3)c2[C@@H]1CCO,2,7

# One compound at a time, as listed above. Order of values: SENP1 inh | SENP8 block
# c1ccc(OCCNc2nc(NCC3CC3)nc3ccsc23)cc1 across the screens: 1 | -35
# Fc1cccc(Cc2c(-c3ccco3)nc3c4ccccc4ccn23)c1 across the screens: -48 | -365
